Source: PubChem
p53null 32C kill: p53 null cell cytotoxicity, permissive temperature. AID 903. H1299-neo p53 null cells, ATP luminescence, 24 h, 32C. 55,000 compounds, 0.62% hits. Potency, µM (doses to about 46.1 µM), for inactives: top-dose activity change, negative = cytotoxicity, usual class: cytotoxic;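 further: 0% = DMSO only and -100% = full killing by 100 µM tamoxifen; nearly all actives have a fitted effect of over 55% in size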
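AC50 values derive from Hill modelling of qHTS concentration-response data (up to 46 uM) in H1299-neo cells. Cells were treated 24 h at 32C following overnight attachment at 37C; viability was read as cellular ATP.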
p53null 39C tox: p53 null cell cytotoxicity, nonpermissive temperature; H1299 p53-null (neo) cells, 39C, ATPlite viability, 24 h; 55,000 compounds, 0.97% hits; Potency, µM (top dose mostly 46.1 µM), for inactives: at the top dose activity, negative = cell killing, most hits filed as cytotoxic;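 further: 0% = DMSO only and -100% = full killing by 100 µM tamoxifen; nearly all actives have a fitted effect of over 50% in size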
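H1299 lung cancer cells, p53-null (H1299-neo) or expressing p53 A138V (H1299-p53A138V), were plated overnight at 37C, then exposed to compounds at up to 46 uM for 24 hr at 39C. Viability was read by ATP-based luminescence.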
Starred values were filed as active, the others as inactive; ? = inconclusive; [ ] = dose if it differs, or a comment. The call rests on the fitted dose curve; in most records, active means well fitted cell-killing curve with a large enough effect; inconclusive means small, poorly fitted or top-dose-only effect; inactive means no such curve, though single readings can be large or run the other way. Potency means the concentration at half of the fitted maximal effect. These rows are one share of the data; the hit share may differ from the screen's.

SMILES | p53null 32C kill | p53null 39C tox
CCn1cc(C(=O)NCC2COc3ccccc3O2)c2cc(OC)c(OC)cc2c1=O (stereo unspecified) | -1% | 2%
CCCCc1c(C)nc2ccc(Br)cc2c1SCCC#N | 2% | 3%
CCC1CCCCN1CCNS(=O)(=O)c1ccc2c(c1)oc(=O)n2C (stereo unspecified) | 11% | 13%
CCc1nnc(NC(=O)c2ccc(NS(=O)(=O)c3ccccc3)cc2)s1 | 3% | -1%
CCOc1ccc(NC(=S)Nc2ccc(OC(F)(F)F)cc2)cc1 | 10% | 2%
COc1ccccc1CN(CC(=O)NCc1ccc2c(c1)OCO2)C(=O)c1ccc2c(c1)OCCO2 | -5% | 8%
Nc1nnnn1/N=C/c1cccc(OCc2ccccc2Cl)c1 | -5% | 2%
COc1ccc(Nc2nc(CC(C)=O)ns2)cc1 | 4% | 13%
O=C(Nc1cccc(S(=O)(=O)N2CCCCCC2)c1)c1ccc2ccccc2n1 | -5% | -7%
CCNC(=O)CSc1nnc(-c2ccccc2Br)n1-c1cccc(C(F)(F)F)c1 | 10% | ?
Cc1cccc(NC(=O)Cn2cnc3sc(C)c(S(=O)(=O)N4CCC(C)CC4)c3c2=O)n1 | -3% | 18%
O=C(NCc1ccc(Cl)cc1)C1CCN(S(=O)(=O)c2cc([N+](=O)[O-])ccc2Cl)CC1 | -1% | -5%
COc1ccc(C(=O)COc2cccc(NC(=O)c3ccco3)c2)cc1 | -5% | -7%
Cc1ccc2c(c1)N(CC(=O)NCc1ccco1)C(=O)CO2 | 10% | 16%
CCC(C)(C)n1nnnc1C(c1ccc(OC)c(OC)c1)N1CCN(c2ccc(F)cc2)CC1 (stereo unspecified) | -5% | -29%
COc1ccc(C2CC(c3ccco3)n3ncnc3N2)cc1 (stereo unspecified) | 6% | 14%
CC(=O)Nc1ccc(S(=O)(=O)CCC#N)cc1 | -6% | ?
COc1ccc(CNCCCO)cc1OC | 1% | -2%
CCn1c(SCc2nc(-c3ccccc3)no2)nnc1-c1ccco1 | 13% | -5%
CCOC(=O)N1CCN(S(=O)(=O)c2ccc3c(c2)SC(C)C(=O)N3)CC1 (stereo unspecified) | -11% | 1%
c1ccc2c(CNc3ccc(CNc4ncn[nH]4)cc3)cccc2c1 | 6% | 2%
CCOc1ccc2c(c1)C(c1ccc(C)cc1)=NNC(c1ccc(C)cc1)=N2 | 1% | -15%
COc1ccc(NC(=O)CN2CCN(c3nc(-c4cccc(OC)c4)cs3)CC2)cc1 | -1% | -19%
O=C(NS(=O)(=O)c1ccc(NC(=O)C2CCCO2)cc1)c1ccccc1 (stereo unspecified) | 3% | 9%
CCOC(=O)c1sc(NC(=S)NC(=O)C23CC4CC(CC(C4)C2)C3)cc1C | -13% | 14%
O=S(=O)(Nc1nc2ccccc2nc1Nc1ccc2c(c1)OCO2)c1ccccc1 | -2% | -7%
CC1CCCCC1NC(=O)c1ccc(S(=O)(=O)NCc2ccco2)cc1 (stereo unspecified) | -6% | 0%
CCCC(=O)Nc1ccc(S(=O)(=O)N2CCOCC2)cc1 | -1% | 8%
O=C(Nc1ccccc1)NC1CCS(=O)(=O)C1 (stereo unspecified) | 7% | 0%
CCCc1cc2c(c(NC(C)=O)n1)c(=O)oc1ccccc12 | -4% | 9%
COc1ccc(-c2nnn(CC(=O)NCc3ccccc3)n2)cc1OC | -5% | 1%
NC(=O)CSc1nc(-c2ccccc2)c(-c2ccccc2)o1 | -2% | -5%
COc1ccc2cc(-c3nc4ccccc4n3C)c(=O)oc2c1 | -30% | -22%
CC(NC(=O)Nc1ccccn1)N1C(=O)C2C3C=CC(C3)C2C1=O (stereo unspecified) | -10% | 3%
CC(C)c1ccc(-c2nc(N3CCCCC3)[nH]c(=O)c2C#N)cc1 | 9% | -3%
COc1cc(C2Sc3ccccc3NC3=C2C(=O)OC3)cc(OC)c1OC (stereo unspecified) | 18% | 7%
CCOC(=O)Nc1oc2ccccc2c(=O)c1C | -5% | 5%
Cc1ccc(S(=O)(=O)Cn2nnnc2CN(Cc2ccco2)Cc2cccs2)cc1 | 1% | -6%
Cc1cccc(C)c1OCC(=O)Nc1cccc(NC(=O)c2ccco2)c1 | 18% | 5%
CCN(CC)C(=O)Nc1c(C)n(C)n(-c2ccccc2)c1=O | -2% | -9%
CC(=O)Nc1ccc2c(c1)ncn2C | 7% | 3%
CC1CCN(CC(=O)N2c3ccccc3CCc3ccccc32)CC1 | 12% | 10%
COc1ccc(CN(C(=O)CSc2nnc(-c3ccccc3C)o2)c2ccc(F)cc2)cc1 | -12% | -6%
Cc1cc(NC(=O)Cn2cnc3c(cnn3C(C)(C)C)c2=O)no1 | -8% | 2%
COC(=O)c1cc(NC2c3ccccc3C(=O)N2c2cccnc2)cc(C(=O)OC)c1 (stereo unspecified) | 7% | 10%
COc1ccc(CNCCNC(=O)c2nonc2N)cc1OC | -4% | 11%
O=C(NCCC1=CCCCC1)NC1CCCCC1 | 4% | -12%
Cc1ccc(-n2ncc3c(=O)[nH]c(SCC(=O)N4CCN(c5ccccc5)CC4)nc32)cc1 | -5% | -1%
Cc1ccc(NC(=O)Nc2ccc3c(c2)N(C)C(=O)CS3)nc1 | 11% | -4%
CN(C(=O)COc1ccccc1)c1nnc(-c2ccncc2)s1 | -1% | -3%
Cc1cccc(C(=O)N2CCN(c3ccccn3)CC2)c1 | -12% | 15%
CC(NS(=O)(=O)c1ccc(F)cc1)C(c1cccs1)N1CCN(C)CC1 (stereo unspecified) | -10% | 1%
O=C(CSc1ccc2nnc(-c3ccc(F)cc3)n2n1)NCc1ccco1 | -5% | 26%
O=c1[nH]c(CN2CCN(CCO)CC2)nc2ccccc12 | 1% | -8%
CC(C)(C)OC(=O)NCC12C=CC(O1)C1C(=O)N(Cc3ccccc3)C(=O)C12 (stereo unspecified) | -3% | 16%
CC(C)(C)NC(=O)Cn1c(SCC(=O)Nc2nccs2)nc2ccccc21 | -4% | -6%
COc1ccc2c(=O)c3c(=O)n(Cc4ccco4)c(-c4cc(OC)c(OC)c(OC)c4)nc3oc2c1 | 1% | -9%
Cc1ccc(-c2csc3ncnc(N4CCc5ccccc5C4)c23)cc1 | 4% | 6%
COc1ccccc1NC(=O)c1c(C)oc2c1CCCC2 | 11% | 9%
O=C(Nc1ccon1)C1CCN(S(=O)(=O)c2cccs2)CC1 | 1% | 19%

Copied from the results shown (two entries):
SMILES | p53null 32C kill | p53null 39C tox
CCn1cc(C(=O)NCC2COc3ccccc3O2)c2cc(OC)c(OC)cc2c1=O (stereo unspecified) | -1% | 2%
CCCCc1c(C)nc2ccc(Br)cc2c1SCCC#N | 2% | 3%

(cont.)
SMILES | p53null 32C kill | p53null 39C tox
CCOC(=O)COc1ccc(S(=O)(=O)NCC2CCCO2)cc1 (stereo unspecified) | -2% | 8%
CC(=O)c1ccc(N(C(=O)Cn2nnc3ccccc32)C(C(=O)NC2CCCCC2)c2cn(C)nc2C)cc1 (stereo unspecified) | -10% | -9%
CC1CCC2(CC1)NC(CO)(CO)CO2 (stereo unspecified) | -1% | 1%
O=c1[nH]c2ccc(S(=O)(=O)N3CCCCC3)cc2o1 | 7% | 7%
COc1cc2c(cc1OC)C(c1cc3cc4c(cc3[nH]c1=O)OCO4)N(C(=O)C(C)C)CC2 (stereo unspecified) | 2% | -11%
CN(C)CCSc1nc(N)c2c3c(sc2n1)COC(C)(C)C3 | -7% | -2%
Cc1ccccc1C(=O)NC1CCN(C(=O)N2CCOCC2)CC1 | -2% | -19%
Cc1ccc(OCc2nnc(SCC(=O)c3ccccc3)n2-c2ccccc2)cc1 | 7% | -17%
Cc1cc(C)c(C(N)=O)c(Nc2ccc3c(c2)OCCO3)n1 | -8% | 9%
O=c1c2ccccc2nc(CSc2nnnn2-c2ccccc2)n1-c1ccccc1Cl | -4% | -17%
COc1ccccc1Oc1ccc2c(c1)C(=O)N(c1ccccc1)C2=O | 6% | 19%
CCN1CCN(CC(=O)Nc2cc(C)c(C)cc2[N+](=O)[O-])CC1 | 8% | 20%
CC(=O)CCn1c(=O)n(CCC(C)=O)c(=O)n(CCC(C)=O)c1=O | 11% | -2%
COCCNC(=O)C(c1ccc(C)o1)N(Cc1ccc(F)cc1)C(=O)Cn1nnc2ccccc21 (stereo unspecified) | 7% | 15%
O=C(Cn1c(=O)n(Cc2ccc3c(c2)OCO3)c(=O)c2ccccc21)N1CCCc2ccccc21 | 9% | 6%
CCn1c(COc2ccc3c(c2)OCO3)nnc1SCC(=O)O | -5% | -13%
CC1=NN(c2ccc(C(=O)OC(C)C)cc2)C(=O)/C1=C\C=C\c1ccco1 | -6% | -5%
CCOC(=O)c1c(NC(=O)CNCCOC)sc2c1CCCC2 | 7% | -3%
CC(=O)c1cc(-c2ccc(F)cc2)n(CCC(=O)Nc2cc(C)[nH]n2)c1C | -7% | 0%
O=C(O)CCCN=C1NC2(CCCC2)Cc2ccccc21 | 7% | -1%
CCn1c(SCC(=O)Nc2nccs2)nnc1-c1ccc(C)cc1 | -6% | -14%
CC(C)(C)CC(=O)Nc1ccc(C(N)=O)cc1 | -7% | -14%
COCCNc1nc(SCC(=O)N2CCN(c3ccccc3)CC2)nc2ccccc12 | 7% | 11%
C=CCN(C(=O)CNC(=O)c1ccco1)C(C(=O)NC1CCCCC1)c1ccc(OC)cc1 (stereo unspecified) | -1% | 19%
COc1ccc(NC(=O)Nc2nc3c(s2)CCCC3)cc1 | -15% | -26%
Cc1c(NC(=O)c2cc3nc(-c4ccc(Br)cc4)cc(C(F)(F)F)n3n2)c(=O)n(-c2ccccc2)n1C | -10% | -12%
CC(C)C(=O)Nc1ccc(C(=O)c2ccccc2)cc1 | -7% | -23%
CC(=O)NC(CCS(C)(=O)=O)C(=O)Nc1ccc2c(c1)OCCO2 (stereo unspecified) | 13% | 9%
CCOC(=O)CCSc1nc(C)c2cc(OC)ccc2n1 | -6% | -4%
Cc1sc2ncnc(Sc3ccccc3C(=O)Nc3ccccc3Cl)c2c1C | -2% | 1%
Cc1ccccc1NC(=O)c1ccc(S(=O)(=O)N(C)C)cc1 | -12% | -6%
Cc1cccc(Cn2c(=O)c3c(nc4n3CCN4Cc3ccco3)n(C)c2=O)c1 | -5% | 14%
Cc1nn(C)c(C)c1S(=O)(=O)N(CC(=O)Nc1nccs1)c1ccc(C(C)C)cc1 | 3% | 17%
Cc1cccc(Nc2ncnc3nc[nH]c23)c1 | -3% | -2%
Cc1cc(NC(=O)CCCN2C(=O)/C(=C\c3cccs3)SC2=S)no1 | 1% | 14%
COC(=O)c1ccc(C)c(NC(=O)CCc2cc(OC)c(OC)c(OC)c2)c1 | 16% | 26%
Cc1cc(C)n2nc(SCC#N)nc2n1 | -10% | 2%
O=C(NC1CCCC1)C(c1ccccn1)N(C(=O)c1csnn1)C1CCCC1 (stereo unspecified) | 2% | 16%
CCOC(=O)c1[nH]c(C)c(C(=O)Nc2ccccc2F)c1C | 19% | -19%
O=C(NCc1ccccc1)N1CCN(c2ccc(F)cc2)CC1 | -3% | 5%

Already shown: an excerpt of the list.
SMILES | p53null 32C kill | p53null 39C tox
CCn1c(SCC(=O)Nc2nccs2)nnc1-c1ccc(C)cc1 | -6% | -14%
CC(C)(C)CC(=O)Nc1ccc(C(N)=O)cc1 | -7% | -14%
COCCNc1nc(SCC(=O)N2CCN(c3ccccc3)CC2)nc2ccccc12 | 7% | 11%
C=CCN(C(=O)CNC(=O)c1ccco1)C(C(=O)NC1CCCCC1)c1ccc(OC)cc1 (stereo unspecified) | -1% | 19%
COc1ccc(NC(=O)Nc2nc3c(s2)CCCC3)cc1 | -15% | -26%
Cc1c(NC(=O)c2cc3nc(-c4ccc(Br)cc4)cc(C(F)(F)F)n3n2)c(=O)n(-c2ccccc2)n1C | -10% | -12%
CC(C)C(=O)Nc1ccc(C(=O)c2ccccc2)cc1 | -7% | -23%
CC(=O)NC(CCS(C)(=O)=O)C(=O)Nc1ccc2c(c1)OCCO2 (stereo unspecified) | 13% | 9%
CCOC(=O)CCSc1nc(C)c2cc(OC)ccc2n1 | -6% | -4%
Cc1sc2ncnc(Sc3ccccc3C(=O)Nc3ccccc3Cl)c2c1C | -2% | 1%
Cc1ccccc1NC(=O)c1ccc(S(=O)(=O)N(C)C)cc1 | -12% | -6%
Cc1cccc(Cn2c(=O)c3c(nc4n3CCN4Cc3ccco3)n(C)c2=O)c1 | -5% | 14%
Cc1nn(C)c(C)c1S(=O)(=O)N(CC(=O)Nc1nccs1)c1ccc(C(C)C)cc1 | 3% | 17%
Cc1cccc(Nc2ncnc3nc[nH]c23)c1 | -3% | -2%

Remaining list, next part.
SMILES | p53null 32C kill | p53null 39C tox
CCCNS(=O)(=O)c1ccc(CCC(=O)NCC2CCCO2)cc1 (stereo unspecified) | 11% | 18%
O=C(Nc1nnc(SCC(=O)N2CCCCC2)s1)C1CCCCC1 | 15% | 19%
O=C1C=C(c2ccccc2)OC(=O)C1C(=O)c1ccccc1 (stereo unspecified) | -29% | 22%
CCOC(=O)c1c(/N=C/c2ccc(C)cc2O)sc2c1CCC2 | 0% | -11%
N#Cc1c(-c2ccccc2)nc(N2CCOCC2)[nH]c1=O | 4% | 26%
CNc1ccc(Br)cc(C(=O)/C=C/c2cccc(OC)c2OC)c1=O | 4% | 15%
Cc1cccc(-c2nnc(SCC#N)n2-c2cccc(Cl)c2)c1 | 3% | 11%
Cc1occc1C(=O)N/N=C/C1=C(N2CCOCC2)C(=C\c2ccc(Cl)cc2)/CC1 | -11% | 4%[1.84 µM]
COC(C(=O)Nc1ccc(F)cc1)c1ccccc1 (stereo unspecified) | 11% | 12%
CCn1c(SCC(=O)Nc2ccc(C)cc2)nnc1-c1ccc(O)cc1 | 2% | -3%
